NPC1 promoter act – activators of NPC1 promoter. hit rate 2.4% among 320,000. Potency, µM (titrated, usually from 9.22 µM), for inactives: at the highest dose activation, usual class: activators. Huh7 NPC1 promoter luciferase reporter, 24 h;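 also: potency is read from the fitted curve at half-maximal effect; % of control where 0% means no effect; nearly all actives have a fitted effect of over 60% in size; reporter is driven by a mutant NPC1 promoter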
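Quantitative HTS used a cell-based reporter: Huh7 cells stably bearing the NPC1 promoter upstream of luciferase were treated with compounds for 24 h, and promoter activation was read as luminescence.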
RORg inh – inhibitors of mouse ROR gamma transcriptional activity; hit rate 5.4% among 310,000; Drosophila S2 Gal4-RORgamma UAS-luciferase reporter, 20 h; P51450; Potency, µM (highest dose often 53.6 µM), for the others: top-dose activity change, negative = inhibition, actives largely listed as inhibitors; also: potency is read from the fitted curve at half-maximal effect; % is scaled to controls: 0 for no effect and ±100 for the full control effect; nearly all actives have a fitted effect of over 60% in size
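In this cell-based reporter format, copper sulfate (700 uM final) drives Gal4–ROR gamma fusion expression from a metallothionein promoter in Drosophila Schneider cells; compounds preincubated 1 hr, reporter read after 20 hr at ambient temperature.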
Giardia kill – kills Giardia lamblia; activity change, % at 7.66 µM, hits read low; Giardia lamblia trophozoite viability; AID 540267; hit rate 0.15% among 340,000; in the data active = activity change below about -80%; inconclusive = between about -30% and that limit;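 also: parasites exposed to compound for two days anaerobically before the ATP read; % is scaled to controls: 0 for no effect and ±100 for the full control effect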
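Compounds were tested on trophozoites seeded at 100 cells/well and held 48 hrs at 37 deg C anaerobically. An ATP-based luminescent kit measured the remaining live cells.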
Tb PFK inh – blocks T. brucei phosphofructokinase | O15648 | T. brucei PFK, ADP-Glo luminescence | Potency, µM (top dose mostly 57.5 µM), for inactives: top-dose activity, negative = inhibition, actives largely listed as inhibitors | hit rate 0.17% among 330,000;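 also: potency is read from the fitted curve at half-maximal effect; 0% = uninhibited 1x PFK enzyme wells and -100% = no-enzyme wells; nearly all actives have a fitted effect of over 60% in size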
Target sequence (O15648 whole entry, looked up): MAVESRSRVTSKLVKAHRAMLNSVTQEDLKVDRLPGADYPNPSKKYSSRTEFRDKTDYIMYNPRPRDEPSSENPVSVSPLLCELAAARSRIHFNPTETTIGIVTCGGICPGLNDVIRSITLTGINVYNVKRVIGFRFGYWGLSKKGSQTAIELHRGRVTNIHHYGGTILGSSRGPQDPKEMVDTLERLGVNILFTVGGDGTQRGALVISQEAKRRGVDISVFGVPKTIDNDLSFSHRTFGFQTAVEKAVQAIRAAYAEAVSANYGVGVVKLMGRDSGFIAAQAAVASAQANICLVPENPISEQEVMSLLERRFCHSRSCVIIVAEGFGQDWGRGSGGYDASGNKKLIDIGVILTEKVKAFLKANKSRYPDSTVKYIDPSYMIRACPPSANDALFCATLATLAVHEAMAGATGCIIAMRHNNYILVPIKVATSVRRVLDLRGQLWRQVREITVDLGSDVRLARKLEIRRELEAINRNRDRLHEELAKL
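PFK 1.25 nM, F6P 0.5 mM, ATP 0.1 mM, 0.1 M TEA pH 8.0, 5 mM MgCl2, 0.01% Tween20, 0.1% BSA; 45 min RT. ADP-Glo readout. qHTS titration up to 57 uM; curves fitted, compounds curve-classed.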
ELG1 genotoxic – genotoxicity induction in ELG1-luciferase HEK293T cells; HEK293T ELG1-luciferase reporter, luminescence, 16 h; Potency, µM (highest dose often 46 µM), inactives show at the top dose activity change, positive = activation, usual class: activators; hit rate 1.3% among 330,000; AID 504466; also: potency is read from the fitted curve at half-maximal effect; % of control where 0% means no effect; nearly all actives have a fitted effect of over 60% in size
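16 hr compound incubation (37 °C, 5% CO2) of HEK293T cells carrying luciferase-tagged ELG1; luciferase then measured by ONE-Glo luminescence after 30 min at RT.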
Rab9 prom act – activates the Rab9 promoter; Huh7 Rab9 promoter-luciferase reporter, luminescence, 24 h; Potency, µM (doses to about 9.22 µM), for inactives: at the highest dose activation, negative = inhibition, usual class: activators; hit rate 2.8% among 320,000; also: potency is read from the fitted curve at half-maximal effect; % of control where 0% means no effect; nearly all actives have a fitted effect of over 60% in size
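Huh7 reporter line, Rab9 promoter upstream of luciferase. Compound exposure 24 h at 37 °C in reduced-serum medium with 10% FBS. Read-out: luminescence.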
uPA surface inh – cell surface uPA generation inhibition; cell surface uPA generation assay, qHTS; Potency, µM (series often up to 38.3 µM), without a hit: at the top dose activity change, negative = inhibition, hits mostly inhibitors; hit rate 0.31% among 330,000; active = well fitted inhibition curve with a large enough effect; inconclusive = small, poorly fitted or top-dose-only effect; inactive = no such curve, though single readings can be large or run the other way; tested in mouse RAW 264.7 cells; also: potency is read from the fitted curve at half-maximal effect; % is scaled to controls: 0 for no effect and ±100 for the full control effect; nearly all actives have a fitted effect of over 55% in size
FBPA coupling cs – inhibits coupling enzyme system, counter-screen for aldolase hits; coupling enzyme system counterscreen, AmpLite Red fluorescence; activity change, negative = inhibition, % at 58.2 µM, hits read low; hit rate 0.67% among 290,000; AID 2472; in the data active = activity change below about -30%; also: % is scaled to controls: 0 for no effect and ±100 for the full control effect
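Activity here indicates interference with the coupling reaction, not aldolase inhibition. Compounds at 57.5 uM final met coupling enzymes for 10 min at RT; substrate and AmpLite Red detection followed, with a 525/598 nm fluorescence read after 20 min.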
FLuc counter – firefly luciferase modulation, counter-screen for miR-21 project; purified FLuc, Km substrates, luminescence inhibition; Potency, µM (series often up to 57.5 µM), for the others: at the highest dose activity change, negative = inhibition, actives largely listed as inhibitors; hit rate 6.9% among 360,000; AID 588342;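 also: potency is read from the fitted curve at half-maximal effect; plate controls were vehicle for no effect and reference inhibitor for full effect; nearly all actives have a fitted effect of over 55% in size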
Target sequence (P08659 whole entry, looked up): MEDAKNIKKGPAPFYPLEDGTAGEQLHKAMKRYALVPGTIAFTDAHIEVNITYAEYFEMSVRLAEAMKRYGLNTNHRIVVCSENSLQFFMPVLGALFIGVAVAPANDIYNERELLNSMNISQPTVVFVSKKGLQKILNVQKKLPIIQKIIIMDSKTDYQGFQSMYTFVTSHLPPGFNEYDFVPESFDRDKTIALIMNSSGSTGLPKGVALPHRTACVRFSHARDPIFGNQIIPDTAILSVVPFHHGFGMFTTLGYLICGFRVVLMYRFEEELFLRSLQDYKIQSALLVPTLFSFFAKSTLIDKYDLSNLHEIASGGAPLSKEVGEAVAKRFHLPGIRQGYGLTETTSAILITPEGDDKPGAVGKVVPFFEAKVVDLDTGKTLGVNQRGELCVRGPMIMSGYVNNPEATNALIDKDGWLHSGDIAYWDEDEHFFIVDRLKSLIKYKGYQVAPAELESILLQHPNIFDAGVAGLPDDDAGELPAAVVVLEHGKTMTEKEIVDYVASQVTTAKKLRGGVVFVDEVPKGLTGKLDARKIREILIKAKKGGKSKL
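Purified P. pyralis luciferase, 10 nM final, with Km-level 10 uM D-luciferin and 10 uM ATP in 50 mM Tris acetate pH 7.5, 10 mM Mg acetate, 0.01% Tween-20, 0.05% BSA; 6-point qHTS titration about 60 µM downward; luminescence read.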
VP16 counter – counter-screen for ROR gamma inhibitors: Gal4-VP16 reporter. Drosophila S2 Gal4-VP16 UAS-luciferase, luminescence, 20 h. Potency, µM (top dose mostly 53.6 µM), for inactives: at the top dose activity, negative = inhibition, hits mostly inhibitors. hit rate 3.5% among 310,000. AID 2546;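 also: Gal4-VP16 expression switched on by copper sulfate through the metallothionein promoter; potency is read from the fitted curve at half-maximal effect; % is scaled to controls: 0 for no effect and ±100 for the full control effect; nearly all actives have a fitted effect of over 50% in size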
KCNH2 3.1 block – blocks the human KCNH2 3.1 channel isoform; activity change, % (tested at about 1.8 µM); AID 720553; U2OS KCNH2 3.1, thallium flux FluxOr; stronger effect = lower value; hit rate 0.95% among 340,000;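 active = maximum activity change below -70%; inconclusive = maximum activity change from -70% to -50%; inactive = maximum activity change above -50%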;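 also: thallium influx rate constant from kinetic fluorescence after stimulation buffer; % is scaled to controls: 0 for no effect and ±100 for the full control effect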
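Thallium flux read-out: FluxOr dye with Red40 quencher in HBSS/HEPES, 45 min at RT. Rate constants from kinetic reads were normalized to positive and negative DMSO controls. Cells: U2OS virally expressing the 3.1 isoform.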
Active calls of the source: *; ? = inconclusive; nt = not tested or not shown; & = joins results of further samples; [ ] = another dose, or the depositor's remark. Unless noted, calls follow the shape of the dose curve; as a rule, active = well fitted curve in the direction sought with a large enough effect; inconclusive = small, poorly fitted or top-dose-only effect, or another doubt; inactive = no such curve, though single readings can be large; an effect the other way counts as inactive or inconclusive. Random draw from the library. About 14% of those tested had a hit in this group.

SMILES	NPC1 promoter act	RORg inh	Giardia kill	Tb PFK inh	ELG1 genotoxic	Rab9 prom act	uPA surface inh	FBPA coupling cs	FLuc counter	VP16 counter	KCNH2 3.1 block
CCc1ccc(C(CNC(=O)c2ccc3c(=O)n(-c4ccccc4F)c(=S)[nH]c3c2)N(C)C)cc1 (centres undefined)	-3%	?	-4	3%	-6%	-14%	-10%	1	?	?	-21
CCN(C(=O)COC(=O)c1ccccc1O)c1nc2ccccc2s1	nt	nt	-4	-2%	-5%	nt	3%	nt	nt	nt	-15
Cc1cc(C)cc(OCC(=O)OCC(=O)c2ccc3c(c2)NC(=O)CO3)c1	1%	-2%	-7	-2%	-5%	21%	-10%	0	4%	-20%	-9
COc1ccc(CC(NC(C)=O)C(=O)NC2CCN(C(=O)C3CCCCC3)CC2)cc1OC (centres undefined)	-1%	-7%	-16	-1%	3%	10%	-2%	-1	2%	1%	7
CC#CCN1c2ccccc2[C@]23C[C@@H](C(=O)OC)N=C2NC(C(=O)OC)=C(C(=O)OC)[C@H]13	1%	2%	6	0%	3%	-5%	8%	0&0	-2%	-2%	1
COc1ccccc1C(=O)NC(CCSC)C(=O)OC(C)C(N)=O (centres undefined)	4%	27%	-22	-1%	4%	-1%	-1%	-1	6%	-10%	29
Cc1ccc(C)n1-c1cccc(C(=O)Nc2ccccc2)c1	1%	2%	12	-10%	?	3%	-23%	4	-16%	3%	4
CC(=O)Nc1ccc(S(=O)(=O)Nc2nc3ccccc3nc2N2CCc3ccccc3C2)cc1	2%	15%	-19	-5%	18%	17%	0%	7	-24%	-4%	-19
COc1ccc(CN2C3CCCC2CC(NC(=O)c2cccc(F)c2)C3)cc1 (centres undefined)	-4%	-40%	5	-1%	1%	0%	1%	1	0%	5%	?
O=C(CCc1nnc2ccc(N3CCC4(CC3)OCCO4)nn12)N1CCCCC1	3%	-16%	-2	0%	0%	0%	-1%	3	-1%	-7%	25
O=C(NCN1C(=O)C2C3C=CC(C3)C2C1=O)Nc1cccnc1 (centres undefined)	-1%	6%	-6	-2%	1%	-8%	6%	1	1%	-8%	2
CC(C(N)=O)N1C(=O)NC2(CCCc3ccccc32)C1=O (centres undefined)	-1%	-20%	20	0%	2%	0%	2%	-1	-2%	-4%	-4
CCOc1ccc(-n2cnnn2)cc1S(=O)(=O)NC1CC1	1%	29%	31[activator]	-4%	4%	-2%[1.84 µM]	nt	5	0%	8%	5
Cc1cccc(NC(=O)c2cc(S(=O)(=O)N3CCCCC3)ccc2Cl)n1	0%	nt	30	0%	0%	-3%	-2%	nt	1%	nt	?
CCOc1cc(/C=N/N=C2/NC(=O)C(CC(=O)O)S2)ccc1OCc1ccc(Cl)cc1 (centres undefined)	-1%	30%	3	-8%	-5%	-5%	-1%	7	?	3%	0
Cc1cccc(CSc2nc3c(c(=O)[nH]2)CCCC3)c1	-1%	-1%	-4	9%	0%	-3%	1%	0	-1%	-3%	-1
COC(=O)c1ccc(CNC(=O)Cn2cnc(C(=O)Nc3ccc(C)c(C)c3)n2)cc1	nt	nt	?	-1%	7%	nt	?	nt	nt	nt	-11
O=[N+]([O-])c1ccccc1S(=O)(=O)N(CC(O)CN1CCCCC1)c1ccccc1 (centres undefined)	-5%	-41%	46[activator]	-1%	-1%	0%	0%	-1	2%	-19%	45
Cc1ccnc(NS(=O)(=O)c2ccc(NC(=O)CCOc3ccccc3)cc2)n1	1%	21%	-6	4%	4%	-1%	-5%	8	4%	0%	-3
COc1ccccc1N1CCN(C(=O)Cn2nnc(-c3cccs3)n2)CC1	3%	35%	7	-6%	-3%	-3%	-12%	2	1%	12%	-5
O=C(CSc1nnnn1-c1ccccc1)Nc1ccc(Cl)cn1	-4%	3%	5	3%	-1%	-9%	4%	4	0%	-3%	5
COc1ccc(CC2(C)OC(c3ccc(Cl)cc3)=NN2C(C)=O)cc1 (centres undefined)	1%	9%	-9	3%	-1%	-8%	5%	5	-3%	?	-8
O=C(O)C1CCCCC1C(=O)NCCc1ccncc1 (centres undefined)	2%	-8%	4	-4%	0%	0%	-6%	-1	4%[2.3 µM]	-2%	-2
O=c1[nH]c2cc([N+](=O)[O-])c(NCCO)c([N+](=O)[O-])c2[nH]1	-5%	-12%	-7	0%	3%	-1%	-6%	0	-15%	4%	-13
COc1ccc(Nc2ccccc2)c(C)c1	1%	-2%	0	13%	4%	-7%	nt	-2	0%	-5%	-4
O=C(N/N=C/c1cccnc1)c1cc2ccccc2cc1O	25%	?	4	1%	?	4%	1%	0	5.4µM*	?	21
COc1ccc2[nH]c3c(=O)n(Cc4ccc(C(=O)N5CCCC5)cc4)c(=S)[nH]c3c2c1	9%	21%	5	-6%	?	19%	-6%	3	?	-6%	23
NC(=O)CC(NC(=O)Cc1ccc(Br)cc1)c1ccc(N2CCN(c3ccccn3)CC2)c([N+](=O)[O-])c1 (centres undefined)	-3%	2%	8	1%	-3%	3%	8%	0	4%	-2%	-7
CCOc1ccc(N(Cc2ccc(C(=O)O)cc2)S(=O)(=O)c2ccc(C)cc2)cc1	-3%	33%	13	3%	?	10%	-13%	-1	2%	-8%	8
COC(=O)CCC(=O)OC1(C)C(=O)C=C2C=C(C3CC3)N(CCCOC(C)C)C=C2C1=O (centres undefined)	-1%	-15%	-5	-14%	2%	0%	-4%	-50*	1%	-2%	-86*
CC(=O)c1cccc(NC(=O)Nc2ccc3c(c2)OCO3)c1	3.5µM*	-41%	10	1%	2%	2.5µM*	3%	nt	4.8µM*	?	4
COc1cccc(C(=O)N/N=C(/c2ccccc2)c2ccccn2)c1	-18%	0.1µM*	4	0%	0%	-16%	11%	-5	19µM*	0.14µM*	-6
CN(Cc1ccc(C#CCCO)cc1)CC1CCCN(CCc2ccc(Cl)cc2)C1 (centres undefined)	-5%	-32%	19	-11%	-7%	-1%	?	2	-3%	2%	-23
COCCSc1ccccc1C(=O)NCc1ccc2c(c1)OCO2	-5%	4%	-10	-1%	-2%	-7%	-3%	4	4%	-4%	-9
COCCNC(=O)Cc1c(C)c2c(cc(C)c3c(C)coc32)oc1=O	1%	-25%	-12	4%	2%	-10%	8%	0	?	-1%	7
CCC(=O)N(Cc1cc2cc(OC)ccc2[nH]c1=O)c1ccc(C)cc1	1%	?	-2	2%	-7%	-1%	-1%	-1	0%	-10%	11
Brc1ccc2ncnc(Nc3cccc4ccccc34)c2c1	10%	40%	7	-1%	-1%	-5%	-6%	-23	-8%	-16%	-28
CN(C)S(=O)(=O)c1ccc(N2CCCC2)c(C(=O)NC2(C)CCS(=O)(=O)C2)c1 (centres undefined)	-1%	nt	-7	-3%	1%	0%	-1%	nt	-1%	nt	1
Cc1ccc(S(=O)(=O)NCCN2CCOCC2)cc1C	2%	-17%	10	1%	-2%	2%	-5%	2	7%	-7%	4
CCOC(=O)N1CCN(C(=O)CSc2ccc3nnc(-c4ccncc4)n3n2)CC1	-3%	16%	-2	-3%	-4%	5%	-7%	4	3%	-1%	15
CC1CN/C(=C\C(=O)c2ccc(Br)cc2)C(=O)N1 (centres undefined)	0.89µM*	13µM*	-22	-6%	1.3µM*	0.5µM*	-6%	1	1.9µM*	11µM*	-2
Fc1ccc(CSc2nnc3ccc(-c4ccncc4)nn23)cc1	-6%	-9%	21	-2%	8%	5%	5%	5	3%	8%	10
CCOC(=O)CSc1nc(NC#N)nc(N(CC)CC)n1	-1%	32%	15	-1%	4%	-7%	-4%	0	-2%	-9%	3
CC1CCN(C2CC(=O)N(c3ccc(Br)cc3Br)C2=O)CC1 (centres undefined)	-2%	31%	-5	2%	3%	-4%	3%	0	-1%	6%	33
Cc1ccc2c(c1)C1CN(C)CCC1N2C(=O)c1ccccc1NS(=O)(=O)c1cccc(C(F)(F)F)c1 (centres undefined)	-4%	-9%	-14	4%	1%	-4%	5%	0	1%	-7%	-1
CN(C)c1ccc(/C=N/NC(=O)CCCO)cc1	11%	6%	2	2%	-12%	16%	2%	0	-13%	6%	-29
CCCCNc1c(-c2ccc(OC)c(SC3CCCCC3)c2)nc2cnccn12	-6%	nt	13	0%	-9%	1%	-7%	nt	-3%	nt	-2
CC(=O)Nc1ccc(NC(=O)CCCn2cnc3ccccc3c2=O)cc1	-3%	6%	-8	-10%	-2%	-2%	8%	1	-4%	-3%	0
O=C1NC(=O)/C(=C/c2cc3c(cc2Br)OCO3)S1	-3%	6%	17	4%	1%	3%	-6%	7	?	9%	4
Cc1ccc2cc(CN(CC3CCCO3)C(=S)NCc3ccco3)c(=O)[nH]c2c1C (centres undefined)	-2%	39%	-7	6%	-7%	0%	-22%	-3	1%	-22%	-3
COC(=O)c1sccc1NC(=S)N1CCN(c2cc(C)ccc2C)CC1	1%	4%	25	3%	3%	-12%	-4%	-3	1%	-1%	-2
